Screening results (PubChem BioAssay)
p97 inhibitor = blocks human p97 ATPase activity; P55072; recombinant p97 ATPase, Kinase-Glo ATP luminescence, 3 h; inhibition, % at 8 µM; actives 0.42% (n = 220,000); AID 1481; in the data active = inhibition above about 15%;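 also: 0% = DMSO vehicle and 100% = wells lacking enzyme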
Furin inhibitor = inhibitors of human furin; inhibition, % at 30 µM; actives 0.061% (n = 220,000); purified furin, fluorogenic substrate cleavage; P09958; AID 463115; in the data active = inhibition above about 25%; also: inactives centre near -15
RBBP9 inhibitor = human RBBP9 hydrolase inhibition. O75884. recombinant RBBP9, FP-Rh probe fluorescence polarization. inhibition, % at 7.94 µM. actives 0.2% (n = 220,000);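 active = inhibition above the campaign mean of all tested compounds plus 3 SD, cut at about 14% in these data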;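 also: plate controls were DMSO wells with RBBP9 for no effect and wells lacking RBBP9 protein for full effect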
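Material: RBBP9 protein. Amount: RBBP9 at 2.5 µM in dispensed solution, before mixing. Schedule: 30 min then 45 min, 25 °C. Medium: Tris buffer pH 8.0, NaCl, Pluronic. Measured by: fluorescence polarization. Measure: percent inhibition from mP, scaled between DMSO and no-protein wells. Replication: one well per compound.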
NCF1 inh = blocks human p47phox regulatory protein of NADPH oxidases; inhibition, % at 24.7 µM; P14598; p47phox/p22phox peptide binding, fluorescence polarization, 2 h; actives 0.53% (n = 220,000); AID 1274;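 active = inhibition above about 30%, limit read from the data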;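 also: 0% = p47phox with labelled peptide and 100% = labelled peptide alone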
Target sequence (P14598 whole entry, looked up): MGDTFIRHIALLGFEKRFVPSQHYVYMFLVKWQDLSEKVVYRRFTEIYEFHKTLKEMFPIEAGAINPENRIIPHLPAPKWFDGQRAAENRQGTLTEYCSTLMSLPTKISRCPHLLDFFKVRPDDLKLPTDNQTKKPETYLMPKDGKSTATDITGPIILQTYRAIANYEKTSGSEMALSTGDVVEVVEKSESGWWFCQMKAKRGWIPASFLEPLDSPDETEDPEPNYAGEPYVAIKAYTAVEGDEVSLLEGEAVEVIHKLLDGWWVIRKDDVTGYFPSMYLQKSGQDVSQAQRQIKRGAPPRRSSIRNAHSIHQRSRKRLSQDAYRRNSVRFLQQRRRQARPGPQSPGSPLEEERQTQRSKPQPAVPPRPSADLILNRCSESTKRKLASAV
m-calpain inh = blocks pig calpain II enzyme activity | purified calpain II, fluorogenic peptide substrate, 30 min | inhibition, % at 16 µM | actives 0.37% (n = 220,000);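 active = inhibition above about 50%, limit read from the data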
TbHK1 inh = blocks Trypanosoma brucei hexokinase 1 activity. actives 0.11% (n = 220,000). inhibition, % at 10 µM. recombinant TbHK1, G6PDH-coupled NADH A340;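 active = inhibition of 50% or more in the single-dose primary screen; inactive = inhibition below 50%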
EBV gp42 block = inhibitors of Epstein-Barr virus glycoprotein 42. Q1HVG2. inhibition, % (tested at 21.74 µM). Fluorescence polarization binding assay, mP read-out. AID 1085. actives 0.42% (n = 220,000); in the data active = inhibition above about 50%
Runt-SMMHC FRET = Runt domain-CBFb-SMMHC interaction inhibition; Cerulean-Runt/Venus-CBFb-SMMHC FRET ratio 530/480, 1 h; inhibition, % at 20 µM; actives 0.74% (n = 220,000);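 active = mean inhibition across duplicate retests at 20 µM reaching about 50%, limit read from the data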;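 also: 0% = DMSO wells and 100% = wells with excess untagged CBFb-SMMHC; inhibitors lower the FRET ratio by blocking Runt binding to CBFb-SMMHC; some results filed as inactive read as strong as hits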
Target sequence (Q01196 whole entry, looked up, the tested form may be a part): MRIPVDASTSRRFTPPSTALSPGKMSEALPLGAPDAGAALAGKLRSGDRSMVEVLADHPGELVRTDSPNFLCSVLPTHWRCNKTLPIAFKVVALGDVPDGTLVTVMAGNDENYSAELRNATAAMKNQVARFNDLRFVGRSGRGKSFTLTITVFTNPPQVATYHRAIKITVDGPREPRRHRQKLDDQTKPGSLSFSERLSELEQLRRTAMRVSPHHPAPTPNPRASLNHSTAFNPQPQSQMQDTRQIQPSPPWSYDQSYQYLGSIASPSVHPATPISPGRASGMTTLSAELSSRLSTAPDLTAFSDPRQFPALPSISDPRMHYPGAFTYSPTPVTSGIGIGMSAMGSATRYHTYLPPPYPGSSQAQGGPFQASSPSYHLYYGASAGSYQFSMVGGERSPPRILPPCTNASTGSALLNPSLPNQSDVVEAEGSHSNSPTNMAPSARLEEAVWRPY
Target sequence (Q13951 whole entry, looked up, the tested form may be a part): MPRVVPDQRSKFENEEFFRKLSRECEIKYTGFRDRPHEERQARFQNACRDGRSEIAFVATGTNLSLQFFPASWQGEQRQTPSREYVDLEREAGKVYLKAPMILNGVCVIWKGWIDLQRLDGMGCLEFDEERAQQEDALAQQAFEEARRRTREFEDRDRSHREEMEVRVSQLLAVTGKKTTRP
Runt-CBFb FRET = inhibitors of human RUNX1 Runt domain binding to CBFb. Cerulean-Runt/Venus-CBFb FRET ratio 530/480, 1 h. actives 0.46% (n = 220,000). Q01196+Q13951. inhibition, % at 20 µM;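 active = inhibition over about 50% at 20 µM in the single-dose screen, limit read from the data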;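 also: 0% = DMSO wells and 100% = excess unlabeled CBFb competitor control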
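test system = Cerulean-Runt domain fusion protein, energy donor | probe or stimulus = Venus-CBFb binding partner, 100 nM | incubation = two 1 h room-temperature incubations shielded from light | detection = fluorescence energy transfer, 422 nm excitation, 530/480 nm emission | measure = loss of energy transfer signal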
Numbers without * were called inactive; · = not tested or not shown; [ ] = dose if it differs, or a comment.

SMILES	p97 inhibitor	Furin inhibitor	RBBP9 inhibitor	NCF1 inh	m-calpain inh	TbHK1 inh	EBV gp42 block	Runt-SMMHC FRET	Runt-CBFb FRET
CCC(c1nnnn1C(C)(C)C)N1CCN(Cc2ccccc2OC)CC1 (centres undefined)	-5	-10	2	0	30	3	-3	1	-2
Cc1nn(Cc2ccccc2)c2c1C(c1ccc(Cl)cc1)C(C#N)=C(N)O2 (centres undefined)	-5	-10[20 µM]	-7	-5	16	2	-3	-2	-5
COC(=O)c1nn(-c2ccccc2)c(Sc2ccc(Br)cc2)c1/C=N/O	2	-8	-10	3	30	2	-4	0	-2
COCCn1c(C)cc(C(=O)COC(=O)/C=C/c2cccc(OC)c2)c1C	2	-23	-6	-7	-30	-10	-12	-4	-3
CC(=O)C1=C(O)C(=O)N(Cc2ccco2)C1c1ccc2c(c1)OCO2 (centres undefined)	0	-20[20 µM]	-12	-14	-6	-4	-3	4	8
CC1(C(=O)NCCCN2CCOCC2)Oc2cccnc2NC1=O (centres undefined)	3	-32	-3	-6	11	-5	-14	-2	2
O=C(NCCO)Nc1ccc(Cl)cc1	2	-27	-3	-12	-31	-6	-6	0	-1
CC12CN3CC(C)(CN(C1)C3c1ccc(Br)cc1O)C2 (centres undefined)	3	-11	-2	-1	5	3	-2	-1	1
Cn1c(=O)c2cc3c(nc2n(C)c1=O)CC(c1ccccc1)CC3=O (centres undefined)	-9	-5	-5	-1	0	-15	0	2	-1
O=C(NC1CCCC1)C(c1cccs1)N(C(=O)c1ccco1)c1ccc2c(c1)OCO2 (centres undefined)	-4	-15[20 µM]	-9	-3	14	-3	-7	2	2
CCCCNCCCOc1ccc(C)cc1Br	-1	-22	4	-4	3	12	-8	4	-1
O=C(NC1CCCCC1)C1CCCN(S(=O)(=O)c2cccc3cccnc23)C1 (centres undefined)	-3	-22	4	0	-26	-11	-10	0	-1
COc1ccc(NC(=O)C2C(=O)N(CCO)C3(C)CC2c2ccccc2O3)cc1 (centres undefined)	0	-26	-5	-3	-7	2	0	5	1
CCOc1ccc(-n2cnnn2)cc1S(=O)(=O)NCc1ccccc1	-3	-22[20 µM]	-4	-4	3	0	-2	-2	2
C=C(C)C1CC=C(C)/C(=N/NC(=O)C2CC2c2ccccc2)C1 (centres undefined)	4	-13	-1	-6	-20	-10	-5	-20	1

Of the compounds above, three have bromine.
SMILES	p97 inhibitor	Furin inhibitor	RBBP9 inhibitor	NCF1 inh	m-calpain inh	TbHK1 inh	EBV gp42 block	Runt-SMMHC FRET	Runt-CBFb FRET
COC(=O)c1nn(-c2ccccc2)c(Sc2ccc(Br)cc2)c1/C=N/O	2	-8	-10	3	30	2	-4	0	-2
CC12CN3CC(C)(CN(C1)C3c1ccc(Br)cc1O)C2 (centres undefined)	3	-11	-2	-1	5	3	-2	-1	1
CCCCNCCCOc1ccc(C)cc1Br	-1	-22	4	-4	3	12	-8	4	-1

Limited to TbHK1 inh, for five of the compounds above:
canonical_smiles | TbHK1 inh
CC1(C(=O)NCCCN2CCOCC2)Oc2cccnc2NC1=O (centres undefined) | -5
CCOc1ccc(-n2cnnn2)cc1S(=O)(=O)NCc1ccccc1 | 0
COCCn1c(C)cc(C(=O)COC(=O)/C=C/c2cccc(OC)c2)c1C | -10
O=C(NC1CCCC1)C(c1cccs1)N(C(=O)c1ccco1)c1ccc2c(c1)OCO2 (centres undefined) | -3
Cn1c(=O)c2cc3c(nc2n(C)c1=O)CC(c1ccccc1)CC3=O (centres undefined) | -15

An excerpt from above in order of SMILES length, smallest number first.
SMILES	p97 inhibitor	Furin inhibitor	RBBP9 inhibitor	NCF1 inh	m-calpain inh	TbHK1 inh	EBV gp42 block	Runt-SMMHC FRET	Runt-CBFb FRET
CC1(C(=O)NCCCN2CCOCC2)Oc2cccnc2NC1=O (centres undefined)	3	-32	-3	-6	11	-5	-14	-2	2
O=C(NC1CCCCC1)C1CCCN(S(=O)(=O)c2cccc3cccnc23)C1 (centres undefined)	-3	-22	4	0	-26	-11	-10	0	-1
COc1ccc(NC(=O)C2C(=O)N(CCO)C3(C)CC2c2ccccc2O3)cc1 (centres undefined)	0	-26	-5	-3	-7	2	0	5	1

The listing continues:
SMILES	p97 inhibitor	Furin inhibitor	RBBP9 inhibitor	NCF1 inh	m-calpain inh	TbHK1 inh	EBV gp42 block	Runt-SMMHC FRET	Runt-CBFb FRET
Cc1nc2cc(Nc3ccncc3)ccc2s1	5	-10	-7	0	2	-7	-7	0	1
CCCCCCC1NC(C(=O)O)CS1 (centres undefined)	-1	-10[20 µM]	0	3	-5	8	0	2	1
COc1cc(/C=C2\SC(=S)N(NS(=O)(=O)c3ccc(C)cc3)C2=O)ccc1O	11	3	-73	-241	23	-14	-40	-81	-26
Cc1onc(-c2ccccc2)c1C(=O)Nc1ccnn1C1CCCCC1	11	-21[20 µM]	-7	-5	6	0	-12	0	1
CCCCC(=O)N(CCOC)c1nnc(-c2cccnc2)s1	-5	-6	0	-5	-3	8	5	-4	1
COc1cc(NC(=O)C2CCCN(c3ncccn3)C2)cc(OC)c1 (centres undefined)	0	-21[20 µM]	-5	-7	-14	-5	-20	6	0
COc1ccc(/C=C(/NC(=O)c2ccccc2)C(=O)N/N=C/c2ccncc2)cc1	1	-2	-10	-7	4	-45	-4	-5	2
COc1ccc(N(CCCN2C(=O)c3cccc4cccc(c34)C2=O)C(=O)c2cccc(OC)c2)cc1	1	11	-13	-4	-6	-10	2	4	-2
CN(C)CCCNS(=O)(=O)c1ccc(N2CCC(c3ccc(Cl)cc3)=N2)cc1	1	-87[20 µM]	-10	41*	-481	-33	-14	93*	57*
Cc1ccc(N/N=C/c2c(O)cc(C)oc2=O)cc1	2	-18	-5	-11	11	-8	-12	2	-2
Cc1cc(NC(=O)CCCN2C(=O)/C(=C/c3cccs3)SC2=S)no1	5	-15	-6	-11	15	2	-23	-19	-6
Cc1cccc(NC(=S)NNC(=O)c2ccco2)c1	3	-14[20 µM]	-5	0	34	-9	-6	-6	11
Cc1cc(C)c2nc(SCC(=O)NCC3CCCO3)c(C#N)cc2c1 (centres undefined)	1	-23	-13	-61	-54	2	-1	·	·
COc1cc(C2Nc3ccccc3C(=O)N2NS(C)(=O)=O)ccc1O (centres undefined)	1	-15	-3	2	-59	-11	-7	1	2
CCOC(=O)C1=C(O)c2ccccc2C(=O)/C1=C\c1ccc(CC)cc1	-2	-9[20 µM]	-4	56*	18	-5	-10	32	32
CSc1nnc(-c2ccc(NC(N)=S)cc2)o1	-2	-3	-10	-8	17	-28	-10	-2	1
CC(=O)NCC(=O)OCC(=O)c1ccccc1	1	-4[20 µM]	-2	-2	-17	-4	-19	-1	0
c1ccc2c(c1)[nH]c1c(N3CCSCC3)ncnc12	-1	-2	-9	-13	-81	-35	-5	·	·
CCOC(=O)/C(C#N)=C(/C)c1ccc(OC)cc1	3	8[20 µM]	1	-12	5	-14	-21	-1	0
CS(=O)(=O)N1CCC(C(=O)NCCN2CCN(Cc3ccccc3)CC2)CC1	0	-15	2	-3	-11	0	-21	-9	1
COc1ccccc1-c1nc(C(F)(F)F)c(OC)o1	-2	-6[20 µM]	-5	-15	-11	5	-26	1	-1
CCOC(=O)N(NC(=O)C(O)(c1ccccc1)c1ccccc1)c1ccccc1	-2	-19	-3	-7	0	-4	-16	2	1
CCOc1ccc(C(=O)Nc2c(C(N)=O)oc3ccccc23)cc1	4	13[20 µM]	-5	2	16	-1	5	-7	0
CCO[C@@H]1OC(C(N)=O)=C[C@H](c2coc3ccccc3c2=O)[C@H]1CCCO	·	-13	·	-4	-16	-8	-27	1	3
CC(=O)Nc1ccc(NC(=O)C2CC(=O)N(Cc3ccccc3)C2)cc1 (centres undefined)	4	-28	-4	-1	-24	-2	-17	0	0
COc1cc(OC)cc(C(=O)NC(=S)NNC(=O)c2cnccn2)c1	4	-13	0	-2	-7	-2	-31	3	7
CCN(CC)c1ccc(C(=O)OCC(=O)NCC2CCCO2)cc1 (centres undefined)	-1	-11[20 µM]	-5	-9	-11	-55	0	-4	1
CCCCC(=O)Nc1ccc(C(=O)NNC(=O)c2cccs2)cc1	3	-18	0	-11	-14	-11	7	0	1
O=S(=O)(c1ccccc1)c1nc(-c2ccco2)oc1NCCN1CCOCC1	5	-19[20 µM]	3	-8	2	-26	-5	1	2
CCc1c(C)c2ccc(OCC(=O)OC)cc2oc1=O	1	-29[20 µM]	-9	-17	-261	-9	-3	-4	-1
COc1ccc(OC)c(-c2csc(NC(=O)c3ccc(OCC4CCCO4)cc3)n2)c1 (centres undefined)	3	-21	-7	-74	-164	-9	-37	-2	2
COc1ccc(C(=O)Nn2c(SCC(=O)c3ccccc3)nc3ccccc3c2=O)cc1	0	-32[20 µM]	-5	-12	-76	1	-11	1	-2
Cn1c(=O)c2nc(Cl)c(-c3ccccc3)nc2n(C)c1=O	1	-29	-3	-5	-124	-13	-2	3	2
CCc1ccc(C2=NN(CCC(=O)NC3CC3)C(=O)CC2)cc1	10	-21	-11	-3	-5	-6	-8	-3	-1
Cc1cnc2ncc3sccc3c2c1	1	-11	-4	2	6	-28	-12	-3	-2
CC(C)(C)C1CCc2c(sc(N)c2C(N)=O)C1 (centres undefined)	5	8[20 µM]	-1	-15	18	-3	-14	4	9
Cc1ccc(S(=O)(=O)/C(=C\N(C)C)c2cnc(Cl)s2)cc1	3	-12	-4	13	6	-5	16	15	4
Cc1ccc(C(=O)Oc2ccc(/C=N/NC(N)=O)cc2)cc1	-1	-24	-4	6	-7	-20	-4	0	3
Cc1nn2c(-c3ccccn3)ccnc2c1Br	4	-16	-2	-1	8	-5	-10	-1	-1
COCCNC(=O)Cn1ncc2ccsc2c1=O	4	-33	-4	-1	3	1	-4	-4	2
O=C(NC(=S)Nc1ccc2oc(=O)ccc2c1)c1cc2ccccc2o1	4	-19	-2	-6	3	-38	-5	0	1
Cc1ccc(S(=O)(=O)Nc2nc3ccccc3nc2N2CCN(c3ccccc3F)CC2)cc1	-3	-12[20 µM]	2	-9	-42	-19	-10	-3	0
C/C(=N/NC(=O)c1cc2ccccc2cc1O)C1C(=O)c2ccccc2C1=O	10	-7[20 µM]	-2	-77	-155	14	-9	-16	-3
CCOC(=O)CN1C(=O)CSc2ccccc21	6	-35	-1	-9	-18	1	-13	3	-1
CC1C(c2ccccc2)N(C)C(c2ccccc2)CC1(O)c1ccc(F)cc1 (centres undefined)	2	-25	-12	-2	14	0	-5	0	1
CC(NC(=O)Nc1ccccc1)C(c1cccs1)N1CCN(c2ccccc2)CC1 (centres undefined)	6	-14	1	-5	-3	-2	-6	-4	2
O=C(NC1CCCCCC1)C1CCCN(S(=O)(=O)c2cnc[nH]2)C1 (centres undefined)	5	-45	-3	-2	-3	3	-17	0	2
CC1CCCN(CC(O)COC(c2ccccc2)c2ccccc2)C1 (centres undefined)	-5	-17	-6	0	21	6	3	2	0
Cc1cc(NC(=O)c2ccc3c(c2)C(=O)N(CCC(C)C)C3=O)no1	-2	-13[20 µM]	2	-9	53*	9	-6	0	0
CC(=O)Nc1ccc(C(=O)N/N=C/c2cccnc2)cc1	-2	-19	-3	-7	-10	-8	0	5	1
CCCCN1C(=O)C2NN=C(C(=O)OC)C2C1=O (centres undefined)	-2	-12[20 µM]	-3	-15	-1	24	-8	0	2
CC1=C/C(=N\OS(=O)(=O)c2ccccc2)C(C)=CC1=O	2	-17[20 µM]	-3	-8	-63	7	-10	9	14
Cc1ccc(-c2n[nH]c(=O)c3ccccc23)cc1S(=O)(=O)Nc1ccccc1	8	-9	-10	-7	-43	8	-12	0	-2
